# Assay outcomes as filed in PubChem.
# miR122 inh = inhibitors of miR-122 in Huh7 cells; Huh7 miR-122 Renilla luciferase sensor, 48 h; neutral wells = 0, positive control = 100; activation (reporter increase), % at 12.5 µM; 0.3% of 340,000 active; AID 602342;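 active means mean replicate activation score at least 90 and every replicate individually at or above 90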;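 further: higher luciferase means less miR-122 activity so hits act as miR-122 inhibitors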
# * marks the source's active call; other numbers are inactive results.
item | SMILES | miR122 inh
1 | CCN(CC)CC#CCC(C)(c1ccccc1)c1ccccc1 | 4
2 | Cc1ccc2cccc(OCC(=O)NCc3ccco3)c2n1 | -4
3 | CCN=c1scc(C)n1/N=C/c1ccsc1 | -3
4 | O=C(c1ccc(COc2ccccc2Br)o1)N1CCN(c2ccccn2)CC1 | 20
5 | Cc1c(N=C2NC(=O)C(CC(=O)Nc3ccccc3)S2)c(=O)n(-c2ccccc2)n1C (configuration not stated) | -10
6 | CC(C)(C)c1cc(Br)ccc1OCC(=O)Nc1ncn[nH]1 | 1
7 | Cn1c2ccccc2c2c(C(=O)N3CCN(C(=O)c4ccco4)CC3)cn(C3CCCCC3)c(=O)c21 | 6
8 | CCc1nnc(-n2nc(C)cc2-c2ccccc2)n1N | -2
9 | CCc1nnc(NC(=O)c2ccc(S(=O)(=O)N(CC(C)C)CC(C)C)cc2)o1 | -14
10 | O=S(=O)(c1ccc(F)cc1)N1CCN(Cc2ccccc2C(F)(F)F)CC1 | 3
11 | Cc1noc(C)c1COC(=O)C1(c2cccc(F)c2)CCCC1 | 0
12 | O=C(Cn1ncc2c(=O)oc3ccccc3c21)NC1CC1 | -3
13 | CC1CCCCC1NC(=O)COC(=O)c1ccc(N(C)C)cc1 (configuration not stated) | 43
14 | CC(C)CC(=O)Nc1ncnc2c1C(=O)CC(C)(C)C2 | -1
15 | CC(=O)C1=C(O)C(=O)N(CCC(=O)O)C1c1ccccc1Cl (configuration not stated) | -6
16 | O=C(COc1ccccc1)Nc1ccccc1N1CCCCC1 | -2
17 | COc1ccc(C(=O)N2CCN(c3ccccn3)CC2)cc1 | -14
18 | COCCNC(=S)NNC(=O)c1ccco1 | -1
19 | CCN1CCN(C(=O)CN(c2ccccc2C)S(C)(=O)=O)CC1 | 10
20 | O=C(CSc1nc2ccccc2c(=O)n1Cc1ccccc1)NCc1ccco1 | 2
21 | CCOC(=O)N1CCN(C(=O)COc2ccc(S(=O)(=O)NCc3ccccc3)cc2)CC1 | 9
22 | CCOC(=O)C(NC(C)=O)(Nc1cccc(F)c1)C(F)(F)F (configuration not stated) | 0
23 | CCCc1[nH][nH]c(=O)c1C(c1ccccc1)C(C#N)C#N (configuration not stated) | -11
24 | COC(=O)c1cn(CCOc2ccccc2OC)c2ccccc12 | 1
25 | CCSc1nnc(NC(=O)c2cc3c(s2)CCCC3)s1 | -1
26 | Cn1nc(C(=O)Nc2cccnc2)c2ccccc2c1=O | 3
27 | N#Cc1nc(-c2cccs2)oc1NCc1ccccc1Cl | 20
28 | Cc1cccc2cc(C3CC(c4ccco4)=NN3S(=O)(=O)c3ccccc3)c(Cl)nc12 (configuration not stated) | -5
29 | Cc1cc(C)c(S(=O)(=O)c2ccccc2C(=O)O)c(C)c1 | -6
30 | Cc1ccccc1NC(=O)CN1C(=O)NC(C)(c2ccc3c(c2)OCO3)C1=O (configuration not stated) | -1

# Some of the entries above in a different format:
(22) CCOC(=O)C(NC(C)=O)(Nc1cccc(F)c1)C(F)(F)F (configuration not stated)
  miR122 inh: 0

(23) CCCc1[nH][nH]c(=O)c1C(c1ccccc1)C(C#N)C#N (configuration not stated)
  miR122 inh: -11

(24) COC(=O)c1cn(CCOc2ccccc2OC)c2ccccc12
  miR122 inh: 1

(25) CCSc1nnc(NC(=O)c2cc3c(s2)CCCC3)s1
  miR122 inh: -1

# (more compounds)
item | SMILES | miR122 inh
31 | Cc1ccc(S(=O)(=O)N(CC(=O)NCCC2=CCCCC2)Cc2ccccc2F)cc1 | 0
32 | Cc1ccc(-c2nn(CC(=O)NCCN3CCOCC3)c(=O)c3ccccc23)cc1 | -8
33 | Cc1noc(C)c1C(=O)Nc1ccc(F)cc1F | -1
34 | CC1CN(C(=O)c2cc(F)c(F)cc2Cl)CC(C)O1 (configuration not stated) | 0
35 | Cc1cc(SCC(=O)c2cccs2)nc2ccccc12 | 10
36 | O=C(Oc1ccc(Cl)c2ccccc12)N1CCCCC1 | -1
37 | COc1ccccc1N(Cc1cc2cccc(C)c2[nH]c1=O)C(=O)C(C)C | 0
38 | Cc1ccc(S(=O)(=O)N/N=C/c2c(C)nn(-c3ccccc3)c2C)cc1 | 59
39 | O=C(c1ccc(-c2ccccc2)cc1)N1CCC(C(=O)N2CCCC2)CC1 | -1
40 | CCOC(=O)c1ccc(Nc2nc(N)c3cc(OC)c(OC)cc3n2)cc1 | -1
41 | NC(=O)C[C@@H]1NC(=O)[C@H](CCC(=O)O)NC(=O)c2cc([N+](=O)[O-])cc(I)c2OCC[C@@H](C(N)=O)NC1=O | -4
42 | CC(=O)NC1(C(Cl)(Cl)Cl)Oc2ccccc2O1 | -7
43 | Fc1ccc(NC(=S)Nc2ccc(Br)cc2)cc1 | 11
44 | COn1c(-n2nc(C)cc2C)nc2ccccc2c1=O | 3
45 | Cc1cc(C)n(C(=O)CCN2C(=O)c3ccccc3C2=O)n1 | -4
46 | CC[C@]12c3[nH]c4ccc(OC)cc4c3CCN1C(=O)C(CC(=O)NCC13CC4CC(CC(C4)C1)C3)C[C@@H]2C(=O)N1CCN(C(=O)c2ccco2)CC1 (some centres not stated) | -17
47 | Cc1cccc2cc3c(N)c(C#N)sc3nc12 | -2
48 | O=c1[nH]c(SCC2CCCCO2)nc2ccccc12 (configuration not stated) | -2
49 | O=C(Nc1ccccc1Cl)c1ccc(COc2ccc3c(c2)CCC3)cc1 | -9
50 | COc1ccc(S(=O)(=O)N2CCC(N3CCCCC3)CC2)cc1 | -5
51 | O=C(COC(=O)c1ccc2c(c1)C(=O)N(Cc1ccncc1)C2=O)Nc1ccccc1[N+](=O)[O-] | 3
52 | CCOC(=O)c1c(NC(=O)c2ccnn2C)sc(C)c1C | -2
53 | O=C1c2ccccc2C(=O)N1CCc1nc2ccccc2c(=O)n1CCCn1ccnc1 | 0
54 | Cc1ccc(S(=O)(=O)NCC(=O)N(CC(=O)NCc2ccco2)Cc2ccc3c(c2)OCO3)cc1 | 4
55 | O=C(NCc1cccnc1)c1cc(-c2ccccc2)on1 | -1
56 | COc1ccc(Cn2c(SCc3ccc(C)cc3)nc3cc(OC)c(OC)cc3c2=N)cc1Cl | -38
57 | Cc1cc(N2CCOCC2)nc(SCc2ccc(Cl)cc2Cl)n1 | 1
58 | Cc1ccccc1NC(=O)Nc1cccs1 | 25
59 | CN(C)C(CNC(=O)c1ccc(S(=O)(=O)NCc2ccco2)cc1)c1ccccc1 (configuration not stated) | 8
60 | c1ccc(-c2ccn3nnnc3n2)cc1 | -2

# The final 7 entries of the part before are carried over, then new ones follow.
item | SMILES | miR122 inh
54 | Cc1ccc(S(=O)(=O)NCC(=O)N(CC(=O)NCc2ccco2)Cc2ccc3c(c2)OCO3)cc1 | 4
55 | O=C(NCc1cccnc1)c1cc(-c2ccccc2)on1 | -1
56 | COc1ccc(Cn2c(SCc3ccc(C)cc3)nc3cc(OC)c(OC)cc3c2=N)cc1Cl | -38
57 | Cc1cc(N2CCOCC2)nc(SCc2ccc(Cl)cc2Cl)n1 | 1
58 | Cc1ccccc1NC(=O)Nc1cccs1 | 25
59 | CN(C)C(CNC(=O)c1ccc(S(=O)(=O)NCc2ccco2)cc1)c1ccccc1 (configuration not stated) | 8
60 | c1ccc(-c2ccn3nnnc3n2)cc1 | -2
61 | CCOC(=O)Cc1csc(SCc2nc3ccccc3c(=O)[nH]2)n1 | 5
62 | CCOC(=O)N1CCN(CC(=O)Nc2cc(OCC)ccc2OCC)CC1 | -4
63 | CCN(C(C)=O)c1nc(CSc2nnc(NC(C)C)s2)cs1 | -3
64 | Cc1ccc(S(=O)(=O)N(CC(=O)N/N=C/c2cccc3c2OCCO3)c2ccccc2F)cc1 | -1
65 | Cc1ccc(S(=O)(=O)NNC(=O)c2cnn(-c3ccccc3)c2-n2cccc2)cc1 | -6
66 | O=C(COC(=O)c1ccccn1)NC12CC3CC(CC(C3)C1)C2 | -6
67 | COc1ccc(C2C(C(=O)N3CCC(C)CC3)c3ccccc3C(=O)N2C)cc1 (configuration not stated) | -4
68 | COc1cc(/C=N/N=C(/N)c2nonc2N)cc(Br)c1OCc1ccccc1C | -6
69 | CCOC(=O)c1c(NC(=O)C(C)N2CCN(C(=O)c3ccco3)CC2)sc2c1CCCC2 (configuration not stated) | 2
70 | COC(=O)CSc1nnc(-c2ccc3c(c2)OCO3)n1C | 3
71 | C=CCc1c(C)nc(C)nc1N/N=C/c1ccc(F)cc1 | 0
72 | COc1ccc(N(Cc2cc3ccc(C)cc3[nH]c2=O)S(=O)(=O)c2ccccc2)cc1 | 17
73 | CC1CCCCN1C(=O)N[C@@H](Cc1ccccc1)C(=O)O (some centres not stated) | 2
74 | O=C(Nc1c(Cl)cc(Cl)cc1C(=O)NCc1cccnc1)c1ccc(Cl)cc1Cl | -3
75 | CC(=O)Nc1ccc(-n2c(C)c(C(C)=O)c(C(C)=O)c2C)cc1 | 8
76 | CCC(C)NC(=O)Cn1c(=O)n(CCCCC(=O)NCc2ccco2)c(=O)c2ccccc21 (configuration not stated) | 1
77 | CC(=O)c1ccc(NC(=O)C2CCCNC2=O)cc1 (configuration not stated) | 0
78 | Cc1ccc(-c2csc3nc(SCC(=O)N(C)C)n(Cc4ccccc4)c(=O)c23)cc1 | 10
79 | Cc1ccc2nsnc2c1S(=O)(=O)N1CCOCC1 | 2
80 | Cc1ccc(NC(=O)CN(C)C(=O)CSc2nc3ccccc3c(=O)n2Cc2ccco2)cc1 | -4
81 | Cc1ccc(C(=O)Nc2cccnc2)cc1S(=O)(=O)N1CCOCC1 | -2
82 | COc1cc(C)c(S(=O)(=O)n2ccc(C)n2)cc1C | 6
83 | ON=C1c2cc(OCCN3CCCCC3)ccc2-c2ccc(OCCN3CCCCC3)cc21 | -3
84 | CSc1ccc(S(=O)(=O)NC2CCCCC2)cc1 | 102*
85 | COc1ccc(N2CC(C(=O)NCc3ccccc3)CC2=O)cc1 (configuration not stated) | -2
86 | Cc1nc2ccccc2n1S(=O)(=O)N(C)C | 2
87 | Nc1nonc1C(=O)NC(c1ccccc1)c1ccccc1 | -6
88 | Cc1ccc(-n2c(COc3c(C)cccc3C)nnc2SCC(=O)Nc2nccs2)cc1 | -3
89 | Cc1cccc(NC(=O)CSc2nnc(-c3ccco3)c(-c3ccco3)n2)c1C | -4
90 | O=C(CCSc1nnc(-c2ccncc2)o1)Nc1cccc2ccccc12 | 6
91 | N/C(=N\OC(=O)COc1ccc2ccccc2c1)c1cccnc1 | -6
92 | O=CN1CCN(C(=O)c2ccccc2F)CC1 | -34
93 | Cc1nn(-c2ccccc2)c2[nH]c(=O)c(CNc3ccc4c(c3)OCCO4)cc12 | -10
94 | Cc1cc(N2CCN(c3ccccc3)CC2)nc(-c2ccccc2O)n1 | 6
95 | CSc1ncccc1C(=O)OCC(=O)NC1CCS(=O)(=O)C1 (configuration not stated) | 10
96 | CN(CC(=O)Nc1ccccc1Cl)C(=O)COC(=O)c1ccccc1[N+](=O)[O-] | 3
97 | COc1ccc(CNc2oc(COc3ccccc3Cl)nc2C#N)cc1 | -11
98 | Cc1[nH]n(-c2ccccc2)c(=O)c1-c1cccc(Cl)c1 | 74
99 | CCc1ccc2[nH]c(=O)c(CN(CCCN3CCOCC3)C(=O)Nc3cccc(Cl)c3)cc2c1 | 29
100 | O=C(NCC(=O)N(Cc1ccco1)C(C(=O)NC1CCCC1)c1cccnc1)c1cccs1 (configuration not stated) | 5
101 | CN(Cc1ccccc1)S(=O)(=O)c1ccc(S(=O)(=O)N(Cc2ccc(F)cc2)C2CCCC2)cc1 | -2
102 | COc1ccc(-c2c(C#N)c(SCc3c(C)noc3C)nc3c2C(=O)CC(C)(C)C3)cc1 | 20
103 | CC(C)C12CN3CC(C(C)C)(CN(C1)C31C(=O)Nc3ccccc31)C2=O (configuration not stated) | -5
104 | Cc1cc(=O)oc2c3c4c(cc12)OCCN4CCC3 | -3
105 | CCc1cccc(C)c1NC(=O)CN(C)Cc1ccccc1F | 0
106 | CCOc1ccc(NC(=O)CCNS(=O)(=O)c2cccs2)cc1 | 2
107 | Cc1ccc(NC(=O)N2CCCC2C(=O)NCCc2ccccc2)cc1 (configuration not stated) | -7
108 | O=C(Cc1ccc(S(=O)(=O)N2CCOCC2)s1)Nc1nc2c(s1)CCCC2 | -7
109 | COCP(=O)(c1ccccc1)c1ccccc1 | -2
110 | CN(C)CC(O)COc1cccc(OCC(O)CN(C)C)c1 (configuration not stated) | -7
111 | CCCN(CCO)Cc1ccc(Br)cc1 | -3
112 | N#Cc1c(N)n(CCOC(=O)c2cccc(Br)c2)c2nc3ccccc3nc12 | -5
113 | COc1ccccc1N(CC(=O)NC1CCCC1)C(=O)CCC(=O)Nc1cc(C)on1 | -2
114 | CC(C)Oc1ccc(C2c3c(oc4ccccc4c3=O)C(=O)N2CCCN2CCOCC2)cc1 (configuration not stated) | 25
115 | N#C/C(C(=O)N1CCCCC1)=C1\Nc2ccccc2S1 | 0
116 | Cc1ccc(NC(=O)CSc2nnc(-c3ccc(S(=O)(=O)N4CCCC4)cc3)o2)cc1C | 0
117 | C/C(=N\OC(=O)c1ccccc1)c1cc(-c2ccc(Cl)cc2)no1 | -2
118 | Cc1ccc(-c2ccc(SCC(=O)c3ccccc3)nn2)cc1 | 5
119 | Cc1cc(C)nc(SCC2COc3ccccc3O2)n1 (configuration not stated) | -9
120 | NC(=O)C1CCN(c2oc(-c3ccccc3F)nc2S(=O)(=O)c2ccc(Cl)cc2)CC1 | 4

# Next part.
item | SMILES | miR122 inh
121 | Cc1cc2cc(CN(CCN3CCOCC3)C(=O)Nc3ccccc3F)c(=O)[nH]c2cc1C | -4
122 | O=S(=O)(c1ccccc1)c1cnc(-c2cccnc2)nc1-c1ccc(Cl)c(Cl)c1 | -2
123 | CCOc1ccc(Nc2nc3c(c(=O)[nH]2)CCC3)cc1 | 0
124 | O=S(=O)(Nc1cccnc1)c1cc(Cl)ccc1Cl | 5
125 | CCOC(=O)c1cnc2nc(Cc3ccccc3)[nH]n2c1=O | 5
126 | COc1ccc(C2CN=NC23CCCc2ccccc2C3=O)cc1 (configuration not stated) | 32
127 | O=c1[nH]c(NC2CCCCC2)nnc1Cc1ccccc1 | -1
128 | CCOc1ccc(-n2ccnc2SCC(=O)Nc2nnc(C)s2)cc1 | 2
129 | C=CCOc1ccc2nc(NC(=O)OC)[nH]c2c1 | 51

# This is a subset, so the mix of outcomes need not match the whole.
